# Apaf1 inhib – inhibitors of human Apaf-1 apoptosome; O14727; reconstituted apoptosome caspase-3 activity, DEVD-Rh110 fluorescence; inhibition, % at 20 µM; 330,000 compounds, 0.71% hits; active means inhibition of at least 40% at 20 µM;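 further: plate controls were DMSO wells for no effect and DEVD-CHO caspase inhibitor wells for full effect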
#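 Assay system – apoptosome proteins · Medium – Hepes buffer, pH 7.5 · Also added – cytochrome c with DEVD-Rh110 · Timing – 30 min compound preincubation, 50 min activation, room temperature · Detection – Rh110 fluorescence, excitation 480 nm, emission 540 nm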
# SENP8 block-1 – inhibitors of human SENP8 protease; Q96LD8; 330,000 compounds, 1.2% hits; AID 2540; inhibition, % at 10 µM; purified SENP8, Z-RLRGG-aminoluciferin cleavage, luminescence; in the data active means inhibition above about 50%
# Target sequence (Q96LD8 whole entry, looked up): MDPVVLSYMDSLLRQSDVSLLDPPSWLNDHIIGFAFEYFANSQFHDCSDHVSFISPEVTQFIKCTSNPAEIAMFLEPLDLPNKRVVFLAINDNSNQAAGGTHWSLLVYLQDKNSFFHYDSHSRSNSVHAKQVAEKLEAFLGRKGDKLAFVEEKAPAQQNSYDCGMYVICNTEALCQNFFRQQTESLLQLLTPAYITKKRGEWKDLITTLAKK
# HKDC1 inhibitor – inhibitors of human hexokinase HKDC1; recombinant HKDC1, G6PDH/diaphorase resazurin coupled fluorescence; inhibition, % at 20 µM; 340,000 compounds, 0.16% hits;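 active means inhibition above about 35% when tested at 20 µM, limit read from the data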;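 further: plate controls were DMSO wells with enzyme for no effect and DMSO wells lacking enzyme for full effect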
#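 Test system: recombinant HKDC1 (HK5) hexokinase enzyme, produced in-house; Amount: enzyme 5 µg/mL final; Buffer or medium: Tris pH 8.0 buffer with MgCl2, Tween-20, BSA, BME; Reagent: glucose and ATP substrates; Doses: 20 µM test compound, 1% DMSO; Incubation: 90 min reaction incubation at room temperature, dark; Detection: resorufin fluorescence at 613 nm.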
# SENP7 block – blocks the human protease SENP7; recombinant SENP7, Z-RLRGG-aminoluciferin luminescence, 40 min; inhibition, % at 5 µM; 330,000 compounds, 1.5% hits; AID 434973;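 active means inhibition above about 50% at the single test dose, limit read from the data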;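 further: plate controls were DMSO with enzyme for no effect and no enzyme buffer wells for full effect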
# Target sequence (Q9BQF6 706-1050 limits assumed): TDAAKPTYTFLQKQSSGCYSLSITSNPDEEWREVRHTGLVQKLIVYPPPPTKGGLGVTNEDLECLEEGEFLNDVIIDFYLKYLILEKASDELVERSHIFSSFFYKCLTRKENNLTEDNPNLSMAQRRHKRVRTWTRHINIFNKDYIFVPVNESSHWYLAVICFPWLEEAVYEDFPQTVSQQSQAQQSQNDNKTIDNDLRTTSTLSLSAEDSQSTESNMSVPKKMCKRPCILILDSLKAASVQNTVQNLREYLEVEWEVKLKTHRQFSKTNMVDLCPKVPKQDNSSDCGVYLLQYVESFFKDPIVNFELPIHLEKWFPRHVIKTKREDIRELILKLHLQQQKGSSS
# SENP8 block-2 – SENP8 (human) protease inhibition; AID 602440; inhibition, % at 20 µM; recombinant SENP8, Nedd8 substrate fluorescence; 360,000 compounds, 0.64% hits; in the data active means inhibition mostly above about 40%, no sharp cut-off; inactive means mostly below about 27%
# SENP1 inh – blocks the human SENP1 SUMO protease catalytic domain; Q9P0U3; recombinant SENP1 catalytic domain, CyPet-SUMO1-YPet FRET cleavage; inhibition, % at 10 µM; 360,000 compounds, 0.21% hits; AID 624204;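 active means inhibition at least 30% at 10 µM, raw YFP signal under a set limit, fluorescence ratio 0.5 to 1.5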;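 further: 0% = enzyme with DMSO and 100% = no enzyme wells; some results filed as inactive read as strong as hits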
# Target sequence (Q9P0U3 419-644 limits assumed): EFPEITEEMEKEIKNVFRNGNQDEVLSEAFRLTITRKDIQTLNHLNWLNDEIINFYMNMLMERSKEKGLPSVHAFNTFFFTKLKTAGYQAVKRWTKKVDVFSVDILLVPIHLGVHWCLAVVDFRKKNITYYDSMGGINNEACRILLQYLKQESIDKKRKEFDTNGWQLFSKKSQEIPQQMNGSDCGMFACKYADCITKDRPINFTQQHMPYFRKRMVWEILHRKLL
#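 Controls: no-enzyme wells low, DMSO-plus-enzyme wells high control. Test system: human recombinant His6-tagged SENP1 catalytic domain enzyme. Reagent: SFCypet-SUMO1-SFYpet FRET protein substrate, 25 nM final. Doses: one dose per compound, 10 µM, 0.5% DMSO. Detection: FRET, CFP and YFP emission. Timing: 50 min reaction at room temperature.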
# PfGluPho inh – PfG6PD (Plasmodium falciparum) enzyme inhibition. 350,000 compounds, 0.78% hits. AID 504690. PfGluPho enzyme, NADPH resazurin-diaphorase fluorescence. inhibition, % at 20 µM;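 active means inhibition reaching at least a set limit at 20 µM in the primary screen, cut at about 59% in these data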;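 further: 0% = DMSO wells with substrate and 100% = DMSO wells lacking glucose-6-phosphate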
# SENP6 inh – SENP6 protease inhibition | Recombinant SENP6 catalytic domain, aminoluciferin luminescence | inhibition, % at 10 µM | 330,000 compounds, 1.8% hits | AID 2599;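 active means inhibition above about 50% at the single tested dose, limit read from the data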;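 further: plate controls were DMSO wells with enzyme for no effect and DMSO wells lacking enzyme for full effect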
# An asterisk follows results filed as active; . = no result given. Compounds were not picked by outcome; about 3.6% have a hit in one of these screens.
SMILES,Apaf1 inhib,SENP8 block-1,HKDC1 inhibitor,SENP7 block,SENP8 block-2,SENP1 inh,PfGluPho inh,SENP6 inh
CCCCC1=CC2=CC(=O)C(C)(OC(=O)CC)C(=O)C2=CN1CCc1ccc(Br)cc1 (stereo not drawn),19,-10,24,6,-443,-74,51,9
COc1cc([N+](=O)[O-])ccc1-c1ccc(/C=C2\C(=O)ON=C2c2ccccc2)o1,.,.,44*,.,32,1,74*,.
Cc1ccccc1C(=O)N[C@H](C(=O)OCC(=O)NC1CC1)C(C)C,1,8,-2,-5,7,-2,-12,5
Cc1cc(NC(=O)CSc2n[nH]c(-c3ccccc3Br)n2)no1,-2,4,0,10,18,0,-1,-7
CN1CCN(C(=O)c2cnn(-c3ccccc3)c2NC(=O)c2cccs2)CC1,-20,3,-19,7,14,2,-6,-4
COc1cc(C2c3cc4c(cc3CC3COC(=O)N32)OCO4)cc(OC)c1OC (stereo not drawn),.,.,-6,.,11,1,10,.
CC1=NN2C(=N)/C(=C\c3cc(C)n(-c4ccccc4)c3C)C(=O)N=C2S1,13,-1,-2,-2,-304,-35,-26,-2
Cc1ccc(NC(=S)N(Cc2ccc(Cl)cc2)Cc2ccc(C(=O)O)cc2)cc1Cl,22,-13,-3,-5,4,1,-2,-28
COc1ccnc2c1c(=O)n(Cc1ccc(Cl)cc1Cl)c(=O)n2C,7,3,-4,2,-11,-4,3,-3
CCC(=O)N1CCN(c2ccc(NC(=S)NC(=O)c3cc4ccccc4o3)cc2)CC1,22,-8,-2,-7,23,3,1,-6
NS(=O)(=O)c1ccc(CCNC(=O)c2ccc([N+](=O)[O-])cc2[N+](=O)[O-])cc1,0,7,0,-2,13,0,2,13
CCCNC(=O)c1ccc2nc(-c3ccccc3)c(-c3ccccc3)nc2c1,11,-7,5,6,-284,2,12,-8
CC(=O)Nc1ccc(N(C)S(C)(=O)=O)cc1,-2,3,-1,-1,9,-1,3,1
COc1cccc(OC)c1OCCCCN1CCC(Cc2ccccc2)CC1,2,-1,-7,-4,13,2,-2,2
O=C(N/N=C/c1cc(Cl)cc([N+](=O)[O-])c1O)c1cc(-c2ccccn2)nc2ccccc12,11,0,-20,3,26,7,-47,-2
S=c1sc2c(Cl)ncnc2n1-c1ccccc1,.,.,8,.,11,-3,5,.
Cc1noc(C)c1COc1cccc(C(=O)N(C)Cc2nc3ccccc3c(=O)[nH]2)c1,-1,-19,2,-12,-6,-2,12,-13
Oc1ccc2oc3c(c2c1/C=N/n1cnnc1)CCCC3,15,-5,14,-11,-117,8,12,-13
Cc1snc2sc(C(=O)c3ccc(Br)cc3)c(N)c12,6,6,-7,-7,25,-19,4,-15
O=C(CSc1nnc(-c2ccc(S(=O)(=O)N3CCOCC3)cc2)o1)c1ccccc1F,0,-2,-10,2,6,-1,2,0
C[C@H](NC(=O)c1ccccc1Cl)C(=O)Nc1ccccc1F,5,-9,-2,-3,4,1,0,-10
O=C(NCc1ccc(Cl)cc1)c1ccc(N2CCCC2=O)cc1,-16,1,-4,8,0,1,7,6
C[C@H](N=C1NS(=O)(=O)c2ccccc21)C(=O)OCc1cc([N+](=O)[O-])cc2c1OCOC2,-11,-4,-5,-6,12,1,-1,-27
CSCC[C@H](N)C(=O)NC[C@H]1CC[C@H](C(=O)N[C@@H](Cc2ccccc2)C(=O)O)CC1,-6,-3,-5,-2,14,2,-5,-28
CCOC(=O)C1CC=C(Cl)CC1C(=O)Nc1nccs1 (stereo not drawn),-2,3,-7,-6,8,2,3,4

# Look-ups from the entries so far.
# CN1CCN(C(=O)c2cnn(-c3ccccc3)c2NC(=O)c2cccs2)CC1 – SENP1 inh: 2
# COc1ccnc2c1c(=O)n(Cc1ccc(Cl)cc1Cl)c(=O)n2C – SENP6 inh: -3

# Further records follow:
SMILES,Apaf1 inhib,SENP8 block-1,HKDC1 inhibitor,SENP7 block,SENP8 block-2,SENP1 inh,PfGluPho inh,SENP6 inh
COc1ccc(Nc2nc(-c3cccc([N+](=O)[O-])c3)nc3ccccc23)c(OC)c1,-1,-2,-8,-2,13,2,7,-2
Cc1[nH]c2ccccc2c1/C=N/NC(=O)CCC(=O)Nc1ccccc1,-4,0,-7,0,-14,30,24,7
COc1ccc(CCN(C)C(=O)C2CCN(Cc3ccccc3)CC2)cc1OC,4,-3,-5,4,2,1,-2,-25
Cc1cccc(C(=O)N[C@H](C(=O)Nc2ccc(S(=O)(=O)NC3=NCCCCC3)cc2)C(C)C)c1,0,1,9,1,10,0,6,1
COc1ccc(C(=O)/C=C2/C(=O)Nc3ccccc32)cc1,1,-5,3,-1,22,3,16,-35
S=C(NCc1ccco1)Nc1ccc(Cl)cc1,11,-5,-6,8,10,1,2,12
CCOC(=O)c1c(CN(C)C)n(-c2ccccc2)c2cc(Br)c(O)cc12,6,3,22,12,1,0,1,-3
CN(c1ccccc1)S(=O)(=O)c1ccc(C(=O)NCCc2ccccc2)cc1,13,-1,-3,0,11,0,10,1
CCCCC(=O)Nc1nnc(-c2ccc(OC)cc2)s1,-2,3,-5,7,-143,-80,0,-12
O=C(O)c1nn(CCOc2ccc(Cl)cc2Cl)c(=O)c2ccccc12,-3,-10,-2,-1,8,-2,-12,-16
O=C(COc1ccccc1)Nc1ccc(Cl)c(-c2nc3ncccc3o2)c1,6,-1,3,2,-178,0,3,-7
Cc1ccc(NC2=C([N+](=O)[O-])CS(=O)(=O)C2)cc1,2,6,0,8,16,1,-16,4
Cc1ccc2nc(-c3ccccc3)cc(C(=O)N3CC(C)OC(C)C3)c2c1 (stereo not drawn),6,-8,-5,7,-7,0,-9,-19
COc1ccc(C(C(=O)NCc2ccc(F)cc2)N(C(=O)c2csnn2)C2CC2)cc1 (stereo not drawn),4,5,-5,-3,4,2,18,15
COc1ccc(CCNC(=O)CN(c2cc(OC)ccc2OC)S(=O)(=O)c2ccccc2)cc1,7,2,0,3,6,1,2,-12
CC(Oc1ccc(Cl)cc1)/C(N)=N/O (stereo not drawn),-10,-12,-5,-5,14,2,-3,-8
COC(=O)c1ccccc1NC(=O)NCc1ccncc1,-4,-10,-7,-3,8,2,-12,3
O=C1/C(=C/c2cccnc2)Oc2cc(OS(=O)(=O)c3ccc(F)cc3)ccc21,19,0,4,-7,4,3,6,4
O=C(COc1ccc(F)cc1)NC1CC1,-15,-1,-8,5,23,0,-4,5
COc1cccc(N/C(SCc2cccc([N+](=O)[O-])c2)=C(/C#N)C(=O)NCc2cccs2)c1,.,.,-4,.,4,0,9,.
Cc1ccc(Oc2ccc(Cl)cc2NC(=O)c2cnccn2)cc1,9,1,2,1,18,1,-1,0
Cc1cccc(C)c1OCc1cc(C(=O)N2CCN(c3ccccc3)CC2C)no1 (stereo not drawn),28,2,10,0,-4,1,5,7
Cc1cccn2c(=O)nc(SCC(=O)NC3CCCCC3)nc12,3,16,-4,-5,-96,1,3,-17
CC(C)C1N(C(N)=S)N=CC1(C)C (stereo not drawn),-15,-6,-4,6,37,4,3,-4
CN1/C(=C/C=N/NC(=O)c2ccc([N+](=O)[O-])cc2)C(C)(C)c2ccccc21,6,2,-22,9,7,14,-20,8

# (cont.)
SMILES,Apaf1 inhib,SENP8 block-1,HKDC1 inhibitor,SENP7 block,SENP8 block-2,SENP1 inh,PfGluPho inh,SENP6 inh
CC1CCC/C(=N\NC(=S)Nc2ccccc2)C1 (stereo not drawn),2,-1,-7,2,11,1,9,-8
CCOc1ccccc1C1CC(c2ccccc2)Nc2nc(N)nn21 (stereo not drawn),5,3,-5,-4,-431,-8,4,-18
N#CC(C#N)=Cc1ccc(NC(=O)c2ccc(Br)cc2)cc1,-2,1,-6,-1,-9,-1,9,8
Cc1c(N=c2c(=O)c3ccccc3c2=O)c(=O)n(-c2ccccc2)n1C,22,31,.,11,.,.,.,27
C/C(CC(=O)Nc1cc(C)ccn1)=N\NC(=O)c1cccc(C)c1O,0,7,-11,2,-126,-9,-14,8
Cc1ccc(C(CNS(=O)(=O)c2ccc(Br)cc2)N2CCN(C)CC2)cc1 (stereo not drawn),5,-11,-3,-7,18,0,11,-14
COC(=O)NC1CSCC1OC(=O)CCN1C(=O)c2ccccc2C1=O (stereo not drawn),-4,1,-5,5,18,-1,-9,-3
CSc1sc(-c2nnc(SCC(=O)Nc3ccccc3)n2C)c2c1C=CCC2,-9,-6,2,10,24,-8,13,4
COC(=O)C(c1ccccc1)C(C(=O)OC)c1ccccc1 (stereo not drawn),-3,2,-3,-1,12,0,-8,3
O=C(c1ccc(S(=O)(=O)N2CCCCC2)cc1)N1CCN(c2ccccc2)CC1,3,-15,-4,-10,15,3,1,-13
Cc1nn(C)cc1CNC(=O)C1CCC(=O)N(Cc2cccc(C(F)(F)F)c2)C1 (stereo not drawn),-5,4,0,4,6,0,1,5
CCOC(=O)C1CCN(C(=O)c2ccc3c(c2)C(=O)N(c2ccccc2C)C3=O)CC1,0,3,-7,-5,9,1,4,-8
O=C(Nc1ccc2c(c1)OCCO2)c1ccc(Cl)c([N+](=O)[O-])c1,4,-10,-5,11,18,3,22,20
CC(=C1C(=O)c2ccccc2C1=O)N1CCN(c2ccc(F)cc2)CC1,-14,-4,1,-4,-3,4,-9,3
CCOC(=O)N1CCC(N(CCN(C)C)C(=S)Nc2ccccc2C)CC1,5,0,-8,3,28,3,0,-2
Cc1ccc(N2CC(C(=O)OCC(=O)Nc3ccc(F)cc3F)CC2=O)cc1 (stereo not drawn),-1,1,-5,-1,8,2,-9,-10
O=C1CC[C@@H]2CC3(C[C@@H]4CCN1[C@H]24)Nc1cc([N+](=O)[O-])ccc1NC3=NC1CCCCC1 (stereo partly drawn),.,.,-1,.,39,51*,6,.
O=C(CSc1cccc[n+]1[O-])c1ccc(-c2ccccc2)cc1,-5,2,-5,1,6,1,35,1
CCn1cc(C(=O)Nc2ccccc2)c(=O)c2ccc(C)nc21,8,-10,.,-7,.,.,.,-6
CCOc1ccc(NC(=O)COC(=O)CC2CCCCC2)cc1,6,-9,1,5,10,5,-3,-14
Nn1c(Cc2cccc3ccccc23)nnc1SCc1c(F)cccc1Cl,5,-6,-5,5,28,4,6,-9
COc1ccc(CCNS(=O)(=O)c2ccc3c(c2)OCCO3)cc1OC,-1,2,7,-6,14,0,0,1
O=C1CC(N2CCSCC2)C(=O)N1CCc1ccccc1 (stereo not drawn),10,-1,-3,3,0,2,-3,6
O=C(CCNC(=O)c1ccccc1)NCC1CCCCC1,-3,8,-6,-3,15,-1,-8,9
Nc1ccnn1Cc1cccnc1,-5,-1,-3,4,-4,-2,-6,0

# Whole records, looked up by structure. Values in the order: Apaf1 inhib | SENP8 block-1 | HKDC1 inhibitor | SENP7 block | SENP8 block-2 | SENP1 inh | PfGluPho inh | SENP6 inh
# CCOc1ccccc1C1CC(c2ccccc2)Nc2nc(N)nn21 (stereo not drawn) across the screens: 5 | 3 | -5 | -4 | -431 | -8 | 4 | -18
# CC(=C1C(=O)c2ccccc2C1=O)N1CCN(c2ccc(F)cc2)CC1 across the screens: -14 | -4 | 1 | -4 | -3 | 4 | -9 | 3
# Nc1ccnn1Cc1cccnc1 across the screens: -5 | -1 | -3 | 4 | -4 | -2 | -6 | 0
# O=C(Nc1ccc2c(c1)OCCO2)c1ccc(Cl)c([N+](=O)[O-])c1 across the screens: 4 | -10 | -5 | 11 | 18 | 3 | 22 | 20

# Screening results: PubChem, Sanford-Burnham Center for Chemical Genomics
